# ROC1-CUL1 inh: human ROC1-CUL1 E3 ligase inhibition | AID 1347404 | in vitro K48 di-Ub FRET, acceptor:donor ratio, 45 min | inhibition, % at 10 µM | P62877+Q13616 | 140,000 compounds, 0.6% hits; in the data active = inhibition above about 25%
# Target sequence (P62877 whole entry, looked up): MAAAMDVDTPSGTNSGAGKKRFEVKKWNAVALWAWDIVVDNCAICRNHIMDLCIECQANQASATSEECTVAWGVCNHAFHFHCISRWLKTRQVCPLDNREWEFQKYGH
# Target sequence (Q13616 whole entry, looked up): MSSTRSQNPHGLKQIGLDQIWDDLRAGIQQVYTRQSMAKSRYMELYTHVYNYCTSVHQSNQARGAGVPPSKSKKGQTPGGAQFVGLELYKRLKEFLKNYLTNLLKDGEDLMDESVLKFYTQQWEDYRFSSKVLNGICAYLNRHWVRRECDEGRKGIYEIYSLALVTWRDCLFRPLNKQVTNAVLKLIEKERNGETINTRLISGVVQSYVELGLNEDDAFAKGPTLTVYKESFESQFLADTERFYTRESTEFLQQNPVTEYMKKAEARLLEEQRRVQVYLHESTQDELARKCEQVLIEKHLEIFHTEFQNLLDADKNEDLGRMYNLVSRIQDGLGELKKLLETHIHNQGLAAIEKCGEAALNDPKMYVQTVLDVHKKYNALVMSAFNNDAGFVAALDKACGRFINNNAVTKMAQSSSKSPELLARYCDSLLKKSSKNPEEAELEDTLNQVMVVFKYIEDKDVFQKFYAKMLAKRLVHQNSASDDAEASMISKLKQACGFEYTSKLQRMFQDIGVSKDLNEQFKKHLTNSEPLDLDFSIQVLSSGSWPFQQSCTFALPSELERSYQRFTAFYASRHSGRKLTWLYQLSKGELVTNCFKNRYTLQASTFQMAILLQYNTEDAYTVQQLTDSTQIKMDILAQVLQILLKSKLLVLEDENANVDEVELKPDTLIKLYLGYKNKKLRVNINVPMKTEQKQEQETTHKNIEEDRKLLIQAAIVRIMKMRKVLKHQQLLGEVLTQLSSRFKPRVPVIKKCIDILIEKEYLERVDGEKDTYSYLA
# * marks the source's active call; other numbers are inactive results. Only part of the results is shown; count on the stated rates, not on these rows.
nr | ROC1-CUL1 inh | structure
1 | 10 | Cn1c(=O)c([N+](=O)[O-])c(N2CCCC2)c2ccccc21
2 | -2 | Cc1ccc(S(C)(=O)=O)cc1S(=O)(=O)Nc1cccc(Cl)c1
3 | 0 | COc1ccc(C(=O)NC2(C(F)(F)F)C(=O)N=C(C)C2C#N)cc1 (stereo not given)
4 | 4 | O=C(Cn1ncc(N2CCCC2)cc1=O)NCCc1cn2ccsc2n1
5 | 3 | Cc1ccc(-c2nc3nc(C)cc(N4CCN(c5cccc(C)c5)C(C)C4)n3n2)cc1 (stereo not given)
6 | 5 | CCOc1ccc(-c2cc(C(=O)Nc3ccc(NC(C)=O)cc3)no2)cc1
7 | -12 | Fc1ccc(N2CCN(Cc3cccn3-c3nnc(N4CCN(C5CCCCC5)CC4)s3)CC2)cc1
8 | 4 | Cc1ccc(NS(=O)(=O)c2ccc3c4c(cccc24)C(=O)N3)c(C)c1
9 | 0 | CN(C(=O)c1cn(Cc2cccc3ccccc23)nn1)C1CCOC1 (stereo not given)
10 | -1 | Cc1ccccc1NC(=O)C1=CC2C(=O)CC(C)(C)CC2=NC1=O (stereo not given)
11 | -3 | COc1ccc(Br)cc1C=Nc1ccc2c(c1)nc(CO)n2C
12 | -4 | CC(=C1C(=O)c2ccccc2C1=O)N1CCN(c2ccc([N+](=O)[O-])cc2)CC1

# An excerpt from above in order of their number in ROC1-CUL1 inh, rising.
nr | ROC1-CUL1 inh | structure
7 | -12 | Fc1ccc(N2CCN(Cc3cccn3-c3nnc(N4CCN(C5CCCCC5)CC4)s3)CC2)cc1
11 | -3 | COc1ccc(Br)cc1C=Nc1ccc2c(c1)nc(CO)n2C
2 | -2 | Cc1ccc(S(C)(=O)=O)cc1S(=O)(=O)Nc1cccc(Cl)c1
10 | -1 | Cc1ccccc1NC(=O)C1=CC2C(=O)CC(C)(C)CC2=NC1=O (stereo not given)
8 | 4 | Cc1ccc(NS(=O)(=O)c2ccc3c4c(cccc24)C(=O)N3)c(C)c1
6 | 5 | CCOc1ccc(-c2cc(C(=O)Nc3ccc(NC(C)=O)cc3)no2)cc1
1 | 10 | Cn1c(=O)c([N+](=O)[O-])c(N2CCCC2)c2ccccc21

# The list goes on.
nr | ROC1-CUL1 inh | structure
13 | 4 | CCc1cccc(-n2c(C)nc3c(cnn3-c3ccc(C)c(C)c3)c2=O)c1
14 | -8 | CCC(=O)N1CCN(Cc2c(Cl)cccc2Cl)CC1
15 | -4 | CC1(C)Cc2nc(C(C)(C)C)ncc2C(NC(=O)CN2CCCCC2)C1 (stereo not given)
16 | -6 | CC(Oc1ccccc1Br)C(=O)N1CCN(c2ncccn2)CC1 (stereo not given)
17 | 1 | CC(C)COc1ccccc1NC(=O)c1ccc(F)cc1
18 | -3 | CC(=O)c1sc2nc(N)c(C#N)cc2c1N
19 | 9 | O=C(C1CCN(C2CCN(CC3CCCCC3)CC2)CC1)N1CCOCC1
20 | -9 | CCCCSc1nc2ccccc2c(=O)n1C1CCCCC1
21 | 7 | CSCCC(NS(=O)(=O)c1ccc2c(c1)oc(=O)n2C)C(=O)Nc1ccc(F)c(Cl)c1 (stereo not given)
22 | 5 | O=C(CCc1cnccn1)N1CCCC(CCc2ccccc2F)C1 (stereo not given)
23 | 1 | Nc1cccc(N2CCOCC2)c1
24 | -2 | CCN=C1S/C(=C\c2cc(Br)ccc2OCC(=O)OCC)C(=O)N1CC
25 | -4 | CC(C(=O)NCCC1=CCCCC1)c1cccc(C(=O)c2ccccc2)c1 (stereo not given)
26 | -10 | COc1ccc(CCCc2nnc(SCC(=O)N3CCN(c4ccccc4)CC3)n2C)cc1
27 | 0 | OC(COc1cccc(CN2CCN(c3ccccn3)CC2)c1)CN1CCOCC1 (stereo not given)
28 | -1 | COC(=O)c1c(NC(=O)CCCOc2ccc(C(C)(C)C)cc2)sc2c1C(C(=O)OC)CC2 (stereo not given)
29 | -2 | CC1=NC(=S)NC(c2ccc(F)cc2)C1C(=O)Nc1ccc(I)cc1 (stereo not given)
30 | 8 | CCc1cc2c(cc1C(CCc1ccccc1)NC(=O)CCc1ccccc1)OCCO2 (stereo not given)
31 | -7 | O=S(=O)(c1cccs1)N1CCc2ccccc2C1
32 | 2 | COc1ccc(NC(=O)c2cc3ccccc3o2)c(OC)c1
33 | -13 | Cc1cccc(NC(=O)N2CCN(c3ccccc3C)CC2)c1
34 | 8 | CN(C)c1ccc(/C=C/c2nc3ccccc3c(=O)n2C)cc1
35 | 4 | Cc1ccccc1CN1CC(C(=O)O)CC1=O (stereo not given)
36 | -16 | OCCCN1c2ccccc2Nc2cc(-c3ccccc3)nnc21
37 | 6 | CC(NC(=O)C(Cc1ccc(OC(C)(C)C)cc1)NC(=O)OC(C)(C)C)C(=O)O (stereo not given)
38 | 0 | CSc1nn(Cc2ccc(C)cc2)c(N)c1S(=O)(=O)c1ccccc1
39 | -1 | CC(C)(C)C(=O)N1CCCC1C(=O)Nc1ccccc1Oc1cccnc1 (stereo not given)
40 | -8 | C=CCNC(=O)c1ccc(OC(C)CC)cc1 (stereo not given)
41 | -3 | COc1ccc(NS(=O)(=O)c2ccc(OCC(=O)NCc3ccc(Cl)cc3Cl)cc2)cc1
42 | 2 | Cc1cc(C(=O)N2CCN(c3ccccc3)CC2)c2c(C)nn(-c3cccc(F)c3)c2n1
43 | -3 | O=C(O)c1ncn(Cc2ccc(Br)cc2)c1C(=O)O
44 | 3 | CCCC(=O)Nc1c(C(=O)N2CCN(c3ccccc3)CC2)oc2ccccc12
45 | 5 | O=C(Cc1cccs1)NCCN1CCOCC1
46 | 8 | CC1(C)CC(CN2CCC(CCC(=O)N3CCOCC3)CC2)CCO1 (stereo not given)
47 | -12 | COc1ccc(OC)c(NC(=O)c2ccc3c(c2)c(C)c(C)n3Cc2ccc(F)cc2)c1
48 | 3 | CC(=O)n1c(SCC(=O)Nc2ccccc2)c(NC(=O)c2ccccc2)c2ccccc21
49 | -4 | N#Cc1ccccc1OCC(=O)N/N=C/c1ccc([N+](=O)[O-])o1
50 | -1 | Cn1c(NCCO)nc2c1c(=O)n(Cc1ccccc1Cl)c(=O)n2C
51 | 4 | Cc1ccc(N(C)C(=O)Cn2nc(Cc3ccncc3)c3ccccc3c2=O)cc1C
52 | -5 | COc1nc(NCc2cccnc2)nc(OC)n1
53 | 1 | CN(C)S(=O)(=O)N(CC(=O)NCCSCc1ccc(Cl)cc1Cl)c1ccccc1
54 | -7 | CCN(CC)CC(O)COc1cc(CN(C)CCOC)ccc1OC (stereo not given)
55 | -4 | Cc1ncc2c(c1-c1noc(CCc3cn[nH]c3)n1)CCNC2
56 | -2 | COc1ccc(S(=O)(=O)Oc2ccc3ccccc3c2/C=N/N=C2\NC(=O)C(C)S2)cc1 (stereo not given)
57 | 0 | CCOC(=O)C1C(C)=NC2=C(C(=O)CCC2)C1c1c(F)cccc1F (stereo not given)
58 | -4 | O=C1Nc2c(-c3ccc(Cl)cc3)cnn2CC1CC(=O)N1CCCCCC1 (stereo not given)
59 | 2 | CCn1ncc(C(=O)Nc2ccc([N+](=O)[O-])cc2OC)c1C
60 | -7 | COc1cc(C(=O)C(CN2CCCC2)c2ccccc2)ccc1F (stereo not given)
61 | -3 | COc1cccc(NC(=O)CCC2CCN(C(=O)CCN3CCOCC3)CC2)c1
62 | 13 | CS(=O)(=O)c1ccc(N2CCN(c3ccccc3)CC2)c(S(=O)(=O)N2CCOCC2)c1
63 | 3 | Cc1cc(/C=C2\C(=O)NC(=S)N(c3ccc(Cl)cc3)C2=O)c(C)n1-c1ccc2ncccc2c1
64 | -3 | CCOc1ccc(NC(=O)c2cc(C)oc2C)cc1
65 | 2 | On1c(-c2ccc(F)cc2)nc2c1CCc1nnoc1-2
66 | -3 | Cc1nc2sccn2c1CN1CCC2(CC1)CC2C(=O)NCCC(c1ccccc1)c1ccccc1 (stereo not given)
67 | -13 | Cc1c(OC(=O)c2ccc(F)cc2)cccc1OC(=O)c1ccc(F)cc1
68 | 7 | CC1=C([N+](=O)[O-])CS(=O)(=O)/C1=C\c1ccco1
69 | 8 | O=C(/C=C/c1ccco1)Nc1cccc(Oc2ccc3c(c2)C(=O)N(c2ccccc2)C3=O)c1
70 | 6 | Cc1ccccc1OCc1nnc(SCc2ccc(C(=O)Nc3ccc(Br)cc3)cc2)n1C
71 | 3 | O=C(c1ccc(-c2ccco2)cc1)N1CCC2(CC1)CC2C(=O)N1CCN(c2ccccn2)CC1 (stereo not given)
72 | 4 | Cc1cc(C=Nc2ccc(N3CCOCC3)cc2)c(C)n1-c1ccc(Br)cc1F

# Of the compounds above, these have a nitro group on carbon:
nr | ROC1-CUL1 inh | structure
1 | 10 | Cn1c(=O)c([N+](=O)[O-])c(N2CCCC2)c2ccccc21
12 | -4 | CC(=C1C(=O)c2ccccc2C1=O)N1CCN(c2ccc([N+](=O)[O-])cc2)CC1
49 | -4 | N#Cc1ccccc1OCC(=O)N/N=C/c1ccc([N+](=O)[O-])o1
59 | 2 | CCn1ncc(C(=O)Nc2ccc([N+](=O)[O-])cc2OC)c1C
68 | 7 | CC1=C([N+](=O)[O-])CS(=O)(=O)/C1=C\c1ccco1

# Following part:
nr | ROC1-CUL1 inh | structure
73 | 2 | O=C(c1ccc(N2CCC(O)CC2)nc1)N1CCCC(c2ccccc2)CC1 (stereo not given)
74 | 3 | CN(C)CCNC(=O)C(=O)NCC(c1cccnc1)N1CCN(c2ccccc2)CC1 (stereo not given)
75 | -6 | CC(C)(C)C(=O)Nc1sc2c(c1C(=O)Nc1ccccc1)CCCCC2
76 | 12 | Cc1cc(C)cc(NC(=O)C2CC(=O)NC(=N)S2)c1 (stereo not given)
77 | 13 | Cc1cccc(C)c1OCc1cc(C(=O)NCc2cccnc2)no1
78 | 4 | C=CCOc1cccc(CNCc2ccncc2)c1
79 | -1 | COc1ccc(-c2nc(=S)c3c(n2CCO)CCCC3)cc1
80 | -4 | CCOc1ccc(NC(=O)c2cc(S(=O)(=O)N3CCCCCC3)cn2C)cc1
81 | 6 | O=c1cnn(Cc2ccccc2)c(Cl)c1SCc1ccccc1
82 | 7 | COCC(C)NC(=O)c1ccc2c(c1)CCN2S(C)(=O)=O (stereo not given)
83 | 1 | COc1ccc(CNC23CC4CC(CC(C4)C2)C3)c2ccccc12
84 | 4 | Cc1ccc(Cl)c(Oc2cc(=O)oc3ccccc23)c1

# Down the list, as entered above:
# ROC1-CUL1 inh, nos. 68 to 75 → 7, 8, 6, 3, 4, 2, 3, -6

# Going on with the list:
nr | ROC1-CUL1 inh | structure
85 | -1 | CCOc1ccccc1N1CC(c2nc3ccccc3n2CCOc2ccccc2)CC1=O (stereo not given)
86 | -4 | CCOC(=O)N1CCN(Cn2nc(COc3ccccc3)n(-c3ccccc3)c2=S)CC1
87 | -4 | CCOc1ccc(-n2c(SCC(=O)N3CCCCC3)nc3c([nH]c4ccccc43)c2=O)cc1
88 | -2 | CSc1nnnn1-c1ccc(C)c(Cl)c1
89 | -8 | CCN(Cc1ccncc1)C1CCCN(C(=O)CCc2scnc2C)C1 (stereo not given)
90 | 4 | COc1cc(C=Nc2ccc(N)c(Cl)c2)ccc1O
91 | 2 | CC1(C)N=NC2(S1=O)C(C)(C)C(=O)C2(C)C (stereo not given)
92 | -2 | COc1ccc(S(=O)(=O)NCCc2nnc3ccc(SCC(=O)Nc4ccc(C(F)(F)F)cc4)nn23)cc1
93 | 2 | CCOc1ccc(OCC)c(N2C(=O)NC(=O)/C(=C\c3ccc(OCC#N)cc3)C2=O)c1
94 | -8 | COc1ccc(-n2c(=O)c3sc4ccccc4c3n(CC(=O)NCc3ccccc3)c2=O)cc1
95 | 3 | Cc1ccc(C(=O)NCc2c(C)ncc3c2CCN(C(=O)c2ccc(-n4ccnc4)cc2)C3)s1
96 | 13 | CCCN(Cc1cccs1)C(=O)Nc1ccc(Br)c(C)c1
97 | -14 | CCOC(=O)c1sc(NC(=O)c2nc(SC)ncc2Cl)c(C(=O)OCC)c1C
98 | -3 | O=C1c2cccc3cccc(c23)C(=O)N1CC1CCN(CC(O)COCc2ccccc2)CC1 (stereo not given)
99 | -9 | Nc1cc(Cl)ccc1N1CCCCC1
100 | 6 | CCN(CC)C(=O)c1cnn(-c2ccc(F)cc2)c1-n1cccc1
101 | -2 | Cc1ccc(C2=C(c3ccccc3)C(c3ccccc3)=C(c3ccc(C)cc3)C2=O)cc1
102 | 4 | CC1(C)COC(c2ccc(Cl)cc2)=N1
103 | 6 | O=C(Nc1sc2c(c1CN1CCN(C(=O)c3ccco3)CC1)CCCC2)c1ccc(F)cc1
104 | -10 | Cc1nc(NC(=S)NC(=O)c2ccc(F)cc2)ccc1Br
105 | 3 | O=C1NC(=Nc2ccc(Br)cc2)S/C1=C\c1ccc(Sc2nc3ccccc3[nH]2)o1
106 | 4 | CC(C)(C)OCC(O)CN1CCN(Cc2ccc(Cl)cc2)CC1 (stereo not given)
107 | 3 | O=C(CSc1ccccn1)Nc1nnc(SCc2cccc(Br)c2)s1
108 | -4 | Cc1ccc(NC(=O)Cc2coc3c(C)c(C)ccc23)cc1Cl
109 | -9 | COc1ccc(-c2cc(-c3ccc4c(c3)NC(=O)CO4)nc3c2COc2ccc(F)cc2-3)cc1
110 | 3 | CCN(Cc1ccccc1)Cc1c(O)ccc2c(=O)c(-c3ccc(Cl)cc3)coc12
111 | 4 | CSc1nc(Cl)c2c(n1)Sc1nc3cc4c(cc3n1C2O)OCCCO4 (stereo not given)
112 | 4 | Cc1ccc(NC(=O)Cn2c(=O)n(Cc3ccco3)c(=O)c3ccccc32)cc1
113 | -9 | O=C(O)/C=C/c1cc2ccccc2[nH]c1=O
114 | 0 | COCCn1c(=O)c2c(nc3n(C4CCCCC4)c(C)cn23)n(C)c1=O
115 | 6 | COc1ccc(-n2c(=O)c3sc4ccccc4c3n(Cc3ccccc3)c2=O)cc1
116 | -3 | O=C(Oc1ccccc1/C=N/NC(=O)c1ccc(Cl)cc1Cl)c1ccc(Cl)cc1
117 | 6 | CC(=O)N1C=C(C)C2C=C([N+](=O)[O-])C=C(OCc3ccccc3)C21 (stereo not given)
118 | 7 | Cc1cc(C)c(NC(=O)CN2CCN(C(c3ccccc3)c3ccccc3)CC2)c(C)c1
119 | -9 | O=C(Cn1cc(S(=O)(=O)N2CCCC2)c(S(=O)(=O)N2CCCC2)c1)Nc1ccc(F)cc1
120 | -5 | CCC(=O)Nc1c(C(=O)N2CCN(c3ccc(F)cc3)CC2)oc2ccccc12
121 | 11 | CN(C(=O)c1ccco1)C(Cc1ccccc1Cl)C1CCN(Cc2ccc3c(c2)CCO3)CC1 (stereo not given)
122 | 2 | COC(=O)c1ccc(NC(=O)CSc2cn(CC(=O)N3CCCCC3)c3ccccc23)cc1
